# UHRF1 binding: human UHRF1 methylated DNA binding inhibitors; inhibition, % at 4.4 µM; 0.75% of 370,000 active; AID 687016; Q96T88; UHRF1 binding to methylated oligo, TR-FRET; in the data active = inhibition above about 21%;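 note: UHRF1 SRA domain binding a hemimethylated CpG hairpin DNA probe; 0% = median of test compound wells and 100% = reference inhibitor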
# mABHD4 FP: ABHD4 (mouse) inhibition, primary FP screen; Q8VD66; purified mABHD4, FP-Rh probe fluorescence polarization; inhibition, % at 8.92 µM; 0.54% of 370,000 active; AID 720543;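 active = inhibition exceeding the mean over every tested compound plus 3 SD, cut at about 30% in these data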;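 note: 0% = plate median of compound wells and 100% = S159A mutant with DMSO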
#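 Material: mouse ABHD4 enzyme, wild type; Benchmarks: S159A mutant high control, sample median low control; Buffer or medium: HEPES pH 7.0, NaCl, Pluronic buffer; Signal: fluorescence polarization; Read-out: percent inhibition of probe binding, normalized to plate controls; Timing: pre-incubation 45 min, probe exposure 60 min, at 25 °C; Dosing: 8.92 µM, single dose.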
# rCAG RNA binder: molecules binding r(CAG) RNA repeats; r(CAG) RNA repeat, TO-PRO-1 dye displacement fluorescence; inhibition, % at 3 µM; 1.3% of 370,000 active;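 active = inhibition above the plate cutoff, the mean of all test compounds on that plate plus 3 SD, cut at about 35% in these data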;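 note: 0% = DMSO alone and 100% = 100 µM mitoxantrone as full dye displacement; higher means more dye released from RNA so lower well fluorescence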
# MBD2 DNA inh: inhibitors of human MBD2 binding to methylated oligonucleotide | Q9UBB5 | AID 686964 | inhibition, % at 4.4 µM | TR-FRET | 0.31% of 370,000 active; in the data active = inhibition above about 13%
# PRMT1 inh: inhibitors of human PRMT1 | Q99873 | recombinant PRMT1, activity-based probe fluorescence polarization | 1.3% of 370,000 active | AID 652257 | inhibition, % at 2.79 µM;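 active = inhibition above about 21% made by adding two undisclosed values, limit read from the data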
# Target sequence (Q99873 whole entry, looked up): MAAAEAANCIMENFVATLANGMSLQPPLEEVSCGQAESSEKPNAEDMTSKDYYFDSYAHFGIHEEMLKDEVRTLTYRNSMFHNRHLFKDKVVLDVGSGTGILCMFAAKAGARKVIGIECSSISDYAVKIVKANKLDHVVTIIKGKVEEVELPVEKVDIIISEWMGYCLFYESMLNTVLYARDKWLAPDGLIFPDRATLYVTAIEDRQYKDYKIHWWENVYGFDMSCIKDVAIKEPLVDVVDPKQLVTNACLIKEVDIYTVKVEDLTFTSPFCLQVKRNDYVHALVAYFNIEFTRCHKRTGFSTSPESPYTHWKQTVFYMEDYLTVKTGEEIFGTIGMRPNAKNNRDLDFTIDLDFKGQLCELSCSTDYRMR
# NPR2 activator: GC-B (human) receptor activation | P20594 | HEK293-GC-B cells, CNP EC30, cGMP TR-FRET; 0% at EC30 CNP, 100% saturating CNP | activation, % at 10 µM | 0.11% of 370,000 active;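 active = activation at 10 µM reaching about 35% in either raw or pattern-adjusted values, limit read from the data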
# TCR CD3 inh: human TCR-CD3 binding inhibition. 0.37% of 360,000 active. TAMRA-labeled TCR probe fluorescence, biochemical. AID 651800. inhibition, % at 9.4 µM; in the data active = inhibition above about 19%;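 note: recombinant mutant TCR 2C K166C tagged with TAMRA read by polarization; 0% = receptor in buffer alone and 100% = receptor with positive control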
# GC-A act: GC-A (human) enzyme activation. P16066. HEK293 GC-A cells, cGMP TR-FRET, EC30 ANP; 0% at EC30 ANP, 100% saturating ANP. activation, % at 10 µM. 0.14% of 370,000 active. AID 1671463; in the data active = activation above about 40%
# SIAE primary: human SIAE inhibition, primary screen; Q9HAT2; SIAE FP-Rh probe binding, fluorescence polarization; inhibition, % at 9.66 µM; 0.69% of 370,000 active; AID 1053197;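 active = inhibition above a cutoff: mean of compounds within the control limits plus 3 SD of those, cut at about 17% in these data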;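 note: 0% = plate median of compound wells and 100% = probe without SIAE protein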
# HTRA1 inhibitor: blocks human HTRA1 serine peptidase | inhibition, % at 5.96 µM | recombinant HTRA1, FP-rhodamine activity-based probe, fluorescence polarization | Q92743 | AID 504803 | 0.5% of 340,000 active; in the data active = inhibition above about 36%;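 note: 0% = enzyme with DMSO and 100% = wells lacking enzyme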
# Target sequence (Q92743 whole entry, looked up): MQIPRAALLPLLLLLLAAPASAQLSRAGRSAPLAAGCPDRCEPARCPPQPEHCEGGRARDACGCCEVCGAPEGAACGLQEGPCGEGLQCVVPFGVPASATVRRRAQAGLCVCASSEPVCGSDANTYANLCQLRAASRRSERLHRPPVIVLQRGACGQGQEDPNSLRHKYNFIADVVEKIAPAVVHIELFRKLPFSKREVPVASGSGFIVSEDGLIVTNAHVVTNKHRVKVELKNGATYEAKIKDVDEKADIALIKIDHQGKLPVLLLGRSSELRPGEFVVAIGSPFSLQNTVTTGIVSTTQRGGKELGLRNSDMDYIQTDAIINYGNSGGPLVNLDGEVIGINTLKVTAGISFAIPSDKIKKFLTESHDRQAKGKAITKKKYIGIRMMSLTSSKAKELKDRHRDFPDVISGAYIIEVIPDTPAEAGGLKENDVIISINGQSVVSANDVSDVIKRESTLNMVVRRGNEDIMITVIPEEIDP
# Numbers without * were called inactive; / = no result given.
SMILES,UHRF1 binding,mABHD4 FP,rCAG RNA binder,MBD2 DNA inh,PRMT1 inh,NPR2 activator,TCR CD3 inh,GC-A act,SIAE primary,HTRA1 inhibitor
CCCCCCCn1c(=N)n(CC(O)c2ccco2)c2ccccc21 (centres undefined),-6,0,9,-5,-8,-16,-4,-39,-7,5
CCOC(=O)CCCCC(=O)c1[nH]c(=O)[nH]c1CSc1nc(C)cc(C)n1,4,-4,-6,5,7,1,8,1,-11,-6
COc1ccccc1-n1c(-c2cc(-c3ccco3)[nH]n2)n[nH]c1=S,8,3,11,5,35*,0,4,2,-1,9
COC(=O)c1c(NC(=O)CC2Sc3ccc(C(F)(F)F)cc3NC2=O)sc(C)c1C (centres undefined),4,-15,-1,8,3,2,-9,-4,4,5
CC1(C)C2CC=C(/C=N/NC(=O)c3ccc(O)cc3)C1C2 (centres undefined),0,6,3,7,4,5,0,4,5,5
OCc1cccc(-c2csc(C(O)c3ccccc3)n2)c1 (centres undefined),2,0,2,0,-2,7,2,-5,0,/
C=CCN1C(=O)[C@H]2CCC=C[C@H]2[C@@H]1c1cccc(C)c1,-1,7,5,3,1,-3,-3,0,2,10
Cc1cc(/C=C(/C#N)c2cccc(Cl)c2)c(C)n1C,6,7,-2,1,2,-3,-4,3,-1,-2
CCCOc1cccc(-c2cc(C(=O)N/N=C/c3cccnc3)c3ccccc3n2)c1,-3,-55,10,-4,0,5,2,2,-56,-54
COc1ccc(NC(=O)CN2CCN(S(=O)(=O)c3ccc(Cl)cc3)CC2)cc1,0,5,-4,2,9,-4,-2,-1,1,-3
Cc1cc(C)n(CCN(C)c2nc3nonc3nc2NC2CC2)n1,1,3,-2,0,-4,-3,4,0,0,2
O=c1c2ccccc2nc(-c2ccccc2)n1Cc1ccccc1,-2,-9,-1,-8,-5,-12,2,-21,-1,-19
CN(C)c1ccc(C(C(=O)NCC2CCCO2)N(Cc2ccccc2)C(=O)c2snc(C(N)=O)c2N)cc1 (centres undefined),-2,0,-2,-2,-4,8,0,-12,12,1
Cc1ccc2cc(CN(C)S(C)(=O)=O)c(=O)[nH]c2c1,35*,-4,4,-2,-3,-2,-3,-3,-5,/
COc1ccc(CC(=O)N2CCCC2)c(OC)c1,0,-4,0,3,-4,7,3,0,-8,-1
COC(=O)[C@]12C[C@H](CC(=O)NCCC(C)C)C(=O)N(Cc3ccc4c(c3)OCO4)C1=C[C@H](C(C)(C)C)O[C@@H]2C,1,-7,0,-2,-1,-12,0,-6,4,/
COc1cccc(-n2c(C)nc3c(cnn3-c3ccc(Cl)cc3)c2=O)c1,8,-11,-1,1,-1,-6,1,6,-10,-2
CC(=O)Nc1cccc(NC(=O)Cc2cccs2)c1,0,10,14,-9,0,-6,6,6,4,-4
CCCCOc1ccc(C(=O)Nc2cccc(C)n2)cc1,0,-4,-7,-4,4,-3,-4,-3,-5,-8
O=c1c2cn[nH]c2[nH]c(=S)n1-c1ccccc1Cl,2,0,0,3,4,1,-1,1,-2,-3
Cc1ccc(CNC(=O)C2CCN(S(=O)(=O)c3cnc[nH]3)CC2)cc1,0,2,-2,-2,-1,1,1,6,-1,7
CC(=O)N1CCN(Cc2nc3cc(NC(=O)c4ccc(F)cc4)ccc3n2C)CC1,-3,-1,-3,1,-2,1,-2,8,-3,1
O=C(Nc1ccccc1)c1cc(C2CCCN(C(=O)CCc3ccccc3)C2)on1 (centres undefined),3,-12,-1,-5,-2,-1,-8,1,-4,/
CCOc1cccc(Nc2ccc([N+](=O)[O-])cn2)c1,-1,5,2,-3,-3,-4,0,1,-5,-13
Cc1cc(=O)n2c3ccccc3n(CC(O)CN3CCN(Cc4ccccc4)CC3)c2c1C#N (centres undefined),1,10,-3,4,1,3,1,-6,-6,2

# Full records, quoted from the list. Values in the order: UHRF1 binding, mABHD4 FP, rCAG RNA binder, MBD2 DNA inh, PRMT1 inh, NPR2 activator, TCR CD3 inh, GC-A act, SIAE primary, HTRA1 inhibitor
# COC(=O)c1c(NC(=O)CC2Sc3ccc(C(F)(F)F)cc3NC2=O)sc(C)c1C (centres undefined) is listed as 4, -15, -1, 8, 3, 2, -9, -4, 4, 5
# OCc1cccc(-c2csc(C(O)c3ccccc3)n2)c1 (centres undefined) is listed as 2, 0, 2, 0, -2, 7, 2, -5, 0, /
# CCCCCCCn1c(=N)n(CC(O)c2ccco2)c2ccccc21 (centres undefined) is listed as -6, 0, 9, -5, -8, -16, -4, -39, -7, 5
# COc1ccccc1-n1c(-c2cc(-c3ccco3)[nH]n2)n[nH]c1=S is listed as 8, 3, 11, 5, 35*, 0, 4, 2, -1, 9
# Cc1cc(=O)n2c3ccccc3n(CC(O)CN3CCN(Cc4ccccc4)CC3)c2c1C#N (centres undefined) is listed as 1, 10, -3, 4, 1, 3, 1, -6, -6, 2

# (listing goes on)
SMILES,UHRF1 binding,mABHD4 FP,rCAG RNA binder,MBD2 DNA inh,PRMT1 inh,NPR2 activator,TCR CD3 inh,GC-A act,SIAE primary,HTRA1 inhibitor
c1ccc(-c2nc(C3CCCCC3)c3ccccc3n2)cc1,4,3,0,1,0,2,1,-5,9,0
CCc1nc2ccc(C(=O)N3CCN(c4ccccc4F)CC3)cc2nc1CC,-1,-4,-8,4,-2,4,3,3,-2,-2
O=C(O)C1CCCCC1C(=O)NCCc1ccccc1 (centres undefined),-1,-5,1,2,3,4,3,4,1,0
Cc1cccc(C)c1NC(=S)N/N=C1\CC2CC=CC12 (centres undefined),-1,-4,2,-3,-5,2,3,-1,8,2
CC(=O)Nc1cccc(NC(=O)CSc2nnnn2C(C)C)c1,4,-8,5,3,-2,-3,8,1,-9,3
CCCCn1c(N)c(N(CC(C)C)C(=O)c2cccc(S(=O)(=O)N(C)c3ccccc3)c2)c(=O)[nH]c1=O,3,-3,9,3,-4,2,2,2,-9,-7
Cc1cc(Cl)ccc1NNC(N)=S,22*,7,1,7,15,-4,1,-1,1,7
CSc1nc2c(c(=O)[nH]1)CCCC2,0,0,1,9,0,12,-9,-2,6,13
CCOc1cnn(Cc2ccccc2)c(=O)c1SCc1ccccc1,-3,-6,-4,-7,-1,-3,1,-1,1,-5
O=C1C(SC(F)(F)C(F)F)=C(C(F)(F)F)OC2C3C=CC(C3)C12 (centres undefined),0,11,0,-3,1,2,1,3,0,4
CC1(C)Cc2c(sc3nc(C4CCCCC4)n(N)c(=O)c23)CO1,-1,-1,-3,1,-1,-1,1,-1,1,1
CCC1(c2ccc(F)cc2)NC(=O)NC1=O (centres undefined),-3,0,-4,-4,-3,1,1,0,-1,-1
Cc1c(Nc2nc3ccccc3nc2N2CCN(c3ccccc3)CC2)c(=O)n(-c2ccccc2)n1C,2,-4,-1,-6,-1,2,0,-1,4,1
CCOC(=O)C1(Cc2cccc(OC)c2)CCN(CC=C(C)C)CC1,-1,1,-8,2,0,-5,4,-7,-6,5
CCN=c1scc(-c2ccco2)n1/N=C/c1ccc(OC)c(O)c1,1,26,8,4,2,4,4,1,7,17
CCOC(=O)N1CCN(C(=O)C2CCN(C(=O)c3cc4sccc4n3CC)CC2)CC1,0,2,1,2,-1,1,1,-1,-1,0
CCOC(=O)c1c(C)[nH]c(C(=O)OCC(O)=C(C#N)c2nc3ccccc3[nH]2)c1C,-2,7,42*,4,4,1,-4,-1,1,2
CCS(=O)(=O)N1Cc2ccccc2CC1C(=O)N(C)Cc1ccc(OC)cc1OC (centres undefined),4,-8,4,8,3,1,0,-6,4,-5
COCCOc1cc(NC(=O)CS(=O)(=O)CC(=O)N(C)C)c(Cl)cc1Cl,0,2,-3,1,1,-2,3,-4,-17,6
CCOC(=O)N1CCN(C(=O)CN(C2CCCCC2)S(=O)(=O)c2ccc(C)cc2)CC1,2,-8,-7,-1,-2,-9,5,5,-6,3
Cc1cccc(S(=O)(=O)NC(=O)C2(C)CCN2C(=O)C2(c3ccc(Cl)cc3)CC2)c1 (centres undefined),0,3,32,-7,2,-3,-9,2,0,/
COc1cc(OC)c(C(=O)CCC(=O)O)cc1OC,5,4,-1,-2,-2,0,6,3,3,4
Cc1ccc(C)c(NC(=O)CSc2nccn2Cc2ccco2)c1,-2,2,-4,-2,-4,-6,9,-6,-3,3
O=C(CSc1nnc(NC(=O)c2c(F)cccc2F)s1)NCc1ccccc1,2,2,5,-1,-1,3,-3,0,3,1
CC(C)CCN(C(=O)Nc1ccccc1)C(C)c1cccs1 (centres undefined),-2,-12,-6,-3,2,-1,4,-12,-6,-9

# Remaining list, next part:
SMILES,UHRF1 binding,mABHD4 FP,rCAG RNA binder,MBD2 DNA inh,PRMT1 inh,NPR2 activator,TCR CD3 inh,GC-A act,SIAE primary,HTRA1 inhibitor
O=c1[nH]c2ccc(S(=O)(=O)NCc3ccccn3)cc2s1,-3,-1,6,-2,0,-2,11,1,0,-1
CN(c1nc(-c2ccc(Br)cc2)cs1)C1CCS(=O)(=O)C1 (centres undefined),0,-8,-2,-2,-1,-7,4,-2,-11,-6
CC1CCN(Cc2nnnn2CCCC(=O)NCCN2CCOCC2)CC1,0,8,-6,3,3,2,-4,3,3,5
CCCOC(=O)CCCCCCCCC(O)CN1CCCCC1 (centres undefined),23*,-4,-10,11,3,2,-4,3,-2,0
COc1ccccc1N(CC(=O)NC(C)(C)C)S(=O)(=O)c1cccs1,-2,-2,-7,1,1,0,1,-1,-2,6
CCc1nc2cc(Cl)c(Cl)cc2[nH]1,0,-2,0,-1,-2,-2,-7,2,-1,4
Cc1nn(-c2ccccc2)c2sc(-c3nnc(SCC(=O)O)o3)cc12,-4,2,46*,-2,5,-4,5,1,-14,-14
Cc1ccc(N=C2NC(=O)/C(=C\c3ccco3)S2)cc1,0,14,42*,0,6,-5,5,-3,6,10
COc1ccccc1NC(=O)CSc1nnc(C2CCCCC2)n1C,-2,3,-1,-1,-1,-3,4,3,1,3
CCOP(=O)(c1ccccc1)c1nc(-c2ccccc2C)oc1N1CCCCC1 (centres undefined),3,16,-8,3,1,-14,-12,-17,-2,/
O=C(CCNc1n[nH]c(=O)[nH]c1=O)N/N=C/c1ccc(Cl)cc1,-2,-3,-2,3,-3,-1,1,-2,8,8
O=C(NN=Cc1cccc2ccccc12)C1CC1,-6,-4,3,-3,-3,1,-2,0,0,-1
CCN(CC)C(=O)C(C)N(C#N)c1nc(Cl)nc(N(C)C)n1 (centres undefined),1,5,-5,4,-11,-6,6,-31,-5,2
COc1ccc(-n2c(=S)[nH]c3cc(C(=O)Nc4cc(OC)c(OC)c(OC)c4)ccc3c2=O)c(OC)c1,-1,-1,13,0,-5,-3,-1,0,17*,1
Cc1ccc([N+](=O)[O-])cc1NC(=O)Nc1ccc(S(N)(=O)=O)cc1,0,-11,10,-1,1,-1,3,-2,-11,-10
COc1ccc(CNC(=O)Cn2cc([N+](=O)[O-])cn2)cc1,0,-4,6,-4,-3,-2,8,1,2,4
O=C(CN1CCOCC1)N/N=C/C(Br)=C\c1ccccc1,-2,-4,-5,7,2,-1,-1,-2,-10,5
COCc1c(C(=O)OC/C(O)=C(\C#N)c2nc3ccccc3[nH]2)oc2ccccc12,3,9,10,0,-3,-2,0,2,-6,/
CN1C(=O)CSc2ccc(NC(=O)N3CCN(c4ccccc4)CC3)cc21,-5,8,2,2,-2,-4,6,0,8,4
CC(=O)NC1CC2CCCC(C1)N2C(=O)Nc1ccc(Cl)c(C(F)(F)F)c1 (centres undefined),-1,-4,-5,-8,-1,-5,-5,-4,1,-8

# Screening results from PubChem BioAssay.

# Some of the compounds tested. The share of hits here may be higher or lower than overall.
